# ABCB6 inh MLPCN = inhibitors of human ABC transporter ABCB6; Q9NP58; K562-ABCB6 porphyrin accumulation, flow cytometry, 1 h; active compounds read low; fluorescence ratio to DMSO, % at 10 µM; actives 0.19% (n = 360,000);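 active means fluorescence ratio to DMSO below 75%, the collection mean minus 3 SD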;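 further: signal is porphyrin accumulated inside mitochondria; 100% equals median channel fluorescence of DMSO control wells; lower ratio means ABCB6 inhibition with less porphyrin fluorescence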
# NOD2-RIPK2 inh = NOD2-RIPK2 protein interaction inhibition; O43353; CHO BLA complementation NOD2-RIPK2, CCF4 ratio; inhibition, % at 4.98 µM; actives 0.38% (n = 360,000); in the data active means inhibition above about 21%;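 further: 0% = vehicle only and 100% = reference blocker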
# Target sequence (O43353 whole entry, looked up): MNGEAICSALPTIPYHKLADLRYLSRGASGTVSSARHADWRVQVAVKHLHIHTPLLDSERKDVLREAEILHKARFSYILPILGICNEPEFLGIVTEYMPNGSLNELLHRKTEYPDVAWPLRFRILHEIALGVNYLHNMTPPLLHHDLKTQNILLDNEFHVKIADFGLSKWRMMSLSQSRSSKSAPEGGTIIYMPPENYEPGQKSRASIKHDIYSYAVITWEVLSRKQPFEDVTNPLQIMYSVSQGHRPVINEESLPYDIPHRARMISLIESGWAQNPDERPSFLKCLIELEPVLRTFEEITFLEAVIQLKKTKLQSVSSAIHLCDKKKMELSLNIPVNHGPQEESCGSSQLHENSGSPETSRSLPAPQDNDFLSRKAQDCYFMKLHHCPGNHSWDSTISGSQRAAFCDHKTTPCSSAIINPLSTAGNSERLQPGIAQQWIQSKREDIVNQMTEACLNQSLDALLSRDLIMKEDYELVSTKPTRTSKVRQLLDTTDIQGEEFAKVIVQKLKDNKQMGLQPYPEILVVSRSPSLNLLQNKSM
# m5-HT2A agonist = agonists of mouse serotonin 5-HT2A receptor (HTR2A); P35363; CHO-K1 mHTR2A beta-arrestin complementation, luminescence; percent of 30 µM serotonin response; activation, % at 7.6 µM; actives 0.66% (n = 360,000); AID 624169;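 active means activation above a run cutoff, the mean activation of all tested compounds plus 3 SD, cut at about 14% in these data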;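 further: 0% = plate median of compound wells and 100% = 30 µM serotonin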
# NCOA2 inhibitor = inhibits human steroid receptor coactivator 2; HEK293 GAL4-SRC2 luciferase reporter, luminescence; actives 0.17% (n = 370,000); inhibition, % at 9 µM; Q15596;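 active means inhibition above the mean inhibition of all tested compounds plus 3 SD, set per campaign, cut at about 52% in these data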;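 further: 0% = DMSO treated cells and 100% = cells given Gossypol at 36 µM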
# Cardio protect = modulators protecting cardiomyocytes from myocardial damage | H9c2 cardiomyocytes, H2O2 injury protection, ATPLite, 2 h | protection from H2O2 cell death, % at 20 µM | actives 0.63% (n = 360,000) | AID 588492;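 active means compounds giving at least 50% protection of heart cells from peroxide-induced death in the single-dose screen, raw or plate-pattern-corrected value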;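 further: 0% = DMSO wells with peroxide and 100% = DMSO wells without peroxide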
# MC4R antag cAMP = blocks human MC4R cAMP signaling; P32245; MC4R-expressing cells, MTII-stimulated cAMP, LANCE TR-FRET; inhibition, % at 6.5 µM; actives 0.48% (n = 360,000); AID 540295;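 active means inhibition above its plate's cutoff, the mean of tested wells on that plate plus 3 SD, cut at about 29% in these data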;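 further: 0% = Melanotan II alone and 100% = Melanotan II plus saturating MCL0020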
# Target sequence (P32245 whole entry, looked up): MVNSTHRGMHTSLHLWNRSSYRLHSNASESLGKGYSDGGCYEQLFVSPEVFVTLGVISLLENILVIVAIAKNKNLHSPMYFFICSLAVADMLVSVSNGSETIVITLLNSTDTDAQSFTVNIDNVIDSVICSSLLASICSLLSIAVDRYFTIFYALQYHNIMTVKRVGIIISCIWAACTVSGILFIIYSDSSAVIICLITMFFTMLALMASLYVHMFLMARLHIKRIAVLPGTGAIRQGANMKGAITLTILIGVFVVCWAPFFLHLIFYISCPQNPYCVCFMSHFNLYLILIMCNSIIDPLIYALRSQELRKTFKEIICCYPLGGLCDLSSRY
#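 System – human MC4R-expressing U2OS cells · Also added – Melanotan II · Dosing – one concentration, 6.5 µM nominal · Timing – 30-min compound, 1-h challenge, 1-h detection, room temperature · Measured by – Eu-cAMP/anti-cAMP TR-FRET, emission 671 nm · Replicates – singlicate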
# Glyco luc inh = blocks N-linked glycosylation in D54 reporter cells; D54 ERlucT glycosylation luciferase reporter, 24 h; percent of 100 nM tunicamycin response; reporter increase, % at 12.5 µM; actives 0.23% (n = 360,000); AID 588692;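 active means mean luciferase reporter signal, scaled so untreated is 0 and the glycosylation-blocking control 100, at or above a set limit in every replicate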;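 further: luciferase carries N-glycosylation sites so blocking glycosylation raises the light; 0% = median of neutral control wells and 100% = median of 100 nM tunicamycin wells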
# TLR9-MyD88 block = TLR9-MyD88 interaction inhibition; Q9NR96+Q99836; CHO BLA complementation TLR9-MyD88, CCF4 FRET ratio; inhibition, % at 4.98 µM; actives 0.21% (n = 340,000); AID 504734;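 active means inhibition above the mean over all tested compounds plus 3 SD, cut at about 21% in these data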;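 further: 0% = DMSO only wells and 100% = clavulanate BLA inhibitor control wells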
# MC4R barr agon = human MC4R agonism via beta-arrestin; actives 0.98% (n = 360,000); AID 540308; U2OS MC4R beta-arrestin complementation, luminescence; percent of melanotan II response, DMSO zero; activation, % at 8.9 µM; P32245;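 active means activation above a per-plate cutoff, the mean activation of sample wells on that plate plus 3 SD, cut at about 8% in these data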
# ABHD5 PLIN5 PPI = inhibitors of human ABHD5-perilipin-5 interaction; Split G. princeps luciferase complementation, luminescence, 4 h; inhibition, % at 4 µM; actives 0.78% (n = 360,000);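 active means inhibition above the mean inhibition across every tested compound plus 3 SD, cut at about 22% in these data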;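 further: 0% = DMSO only wells and the 100% control is not disclosed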
# The depositor's hits bear a star; . = not tested or not shown.
# Letter code: A = ABCB6 inh MLPCN; B = NOD2-RIPK2 inh; C = m5-HT2A agonist; D = NCOA2 inhibitor; E = Cardio protect; F = MC4R antag cAMP; G = Glyco luc inh; H = TLR9-MyD88 block; I = MC4R barr agon; J = ABHD5 PLIN5 PPI
C#CCOCCOCCOCCNc1nc(N2CCN(C(=O)Cn3cc(CC(C)O)nn3)CC2)nc(N2CCN(C(=O)[C@H]([C@@H](C)CC)n3cc(CCCN=C(N)N)nn3)CC2)n1 (some centres not stated)
  A: 91.0	B: -4.5	C: 0.8	D: -3.9	E: 0.2	F: 2.5	G: 0.1	H: -2.4	I: 0.0	J: 1.0
Brc1ccc(C2=CC(c3ccco3)n3ncnc3N2)cc1 (configuration not stated)
  A: 93.0	B: 24.6*	C: 0.3	D: .	E: 26.6	F: 0.4	G: 0.8	H: 30.4*	I: -1.5	J: -19.0
Cc1cc(=O)[nH]c2ccc(S(=O)(=O)N3CCOCC3)cc12
  A: 99.0	B: -6.7	C: 2.7	D: -11.8	E: 4.3	F: 2.2	G: 2.9	H: 6.1	I: -0.8	J: 7.1
C(=C\c1ccco1)/C=N/n1cnnc1
  A: 94.0	B: -1.1	C: 7.0	D: -5.6	E: -7.4	F: -7.0	G: 0.7	H: 7.0	I: 1.7	J: 11.9
COC(=O)c1c(C)nn(-c2ccccc2)c1-n1cccc1
  A: 89.0	B: 3.2	C: -4.8	D: 10.0	E: -4.1	F: 0.3	G: 0.0	H: -6.2	I: -1.0	J: -8.2
OC1NC(=S)N(c2ccccc2)C1O (configuration not stated)
  A: 103.0	B: -4.5	C: 5.1	D: -12.4	E: 4.3	F: 14.8	G: 1.7	H: 0.9	I: 3.2	J: -11.2
Cc1cc(O)c(-c2cc(O)c(C)cc2O)cc1O
  A: 102.0	B: 16.4	C: -5.3	D: -11.8	E: -15.3	F: 3.8	G: 3.7	H: 6.0	I: -4.8	J: 43.6*
O=C(OCc1c(F)cccc1Cl)c1cccc(S(=O)(=O)N2CCOCC2)c1
  A: 98.0	B: -0.4	C: -2.1	D: 18.6	E: -3.2	F: 3.8	G: 0.8	H: 0.9	I: -0.8	J: -3.5
CCOC(=O)C1=C(c2ccccc2)Nc2ncnn2C1c1ccc(C(=O)O)cc1 (configuration not stated)
  A: 97.0	B: 6.6	C: -0.3	D: -21.4	E: 2.7	F: 7.6	G: 4.1	H: 3.6	I: -1.1	J: -0.3
O=C(O)c1nccnc1C(=O)Nc1ccc(Oc2c(Cl)cccc2Cl)nc1
  A: 97.0	B: -6.6	C: -1.4	D: 22.3	E: 3.3	F: 0.9	G: 0.4	H: .	I: 2.3	J: -2.6
CCOC(=O)c1[nH]c2ccc(OCC)cc2c1CCCN1C(=O)c2ccccc2C1=O
  A: 94.0	B: 2.8	C: 0.2	D: -7.9	E: 3.9	F: 16.6	G: -3.2	H: -12.6	I: 0.8	J: 9.1
CCn1ncc(C2=NOC(C(=O)Nc3ccccc3C(=O)OC)C2)c1C (configuration not stated)
  A: 101.0	B: 2.3	C: 3.4	D: -1.6	E: 2.3	F: 8.0	G: -4.5	H: -0.7	I: -0.4	J: 1.1
COc1ccc(OC)c(Nc2nc(=O)c3cccnc3s2)c1
  A: 100.0	B: 2.3	C: -1.7	D: .	E: -3.1	F: -5.7	G: 3.4	H: 10.1	I: -4.0	J: 4.1
CC(C)c1nnc(NC(=O)CCC(=O)Nc2ccccc2)s1
  A: 107.0	B: -3.0	C: 0.2	D: -16.8	E: 2.0	F: 7.2	G: 3.1	H: 7.1	I: -0.8	J: -11.4
COc1cc(Cc2nc3ccc(S(=O)(=O)N4CCOCC4)cc3[nH]2)cc(OC)c1OC
  A: 90.0	B: -5.3	C: -6.0	D: 10.8	E: 7.4	F: 8.7	G: 1.8	H: -4.1	I: -1.8	J: 5.8
Cn1cccc1Cc1nnc(SCC(=O)N2CCc3ccccc32)n1CCc1ccccc1
  A: 99.0	B: -2.7	C: 0.2	D: 14.4	E: 11.1	F: 11.5	G: 4.1	H: -3.9	I: 1.4	J: -2.2
N#CCCNc1ccc(OCCC#N)cc1
  A: 107.0	B: 7.0	C: 3.0	D: -8.2	E: -2.5	F: 3.0	G: 2.1	H: -8.0	I: -0.4	J: 0.4
Cc1cc(=O)[nH]c(N/N=C/c2ccc(-c3ccc([N+](=O)[O-])cc3)o2)n1
  A: 101.0	B: 6.5	C: -0.3	D: -15.0	E: -3.8	F: 8.3	G: 1.0	H: -4.9	I: -1.2	J: -4.6
C[C@@H]1C=C(C(=O)NCc2nc3ccccc3[nH]2)O[C@H](OCc2ccc(CO)cc2)C1
  A: 86.0	B: -12.7	C: -2.2	D: -6.3	E: -3.7	F: 1.2	G: 0.3	H: -8.1	I: -2.2	J: 2.0
COC(=O)c1sccc1N/N=C/c1cccc(OC)c1O
  A: 90.0	B: 1.2	C: -0.5	D: -47.0	E: -2.8	F: 2.4	G: -17.6	H: 1.7	I: 13.9*	J: 4.4
O=C1SCCC1NS(=O)(=O)c1ccccc1[N+](=O)[O-] (configuration not stated)
  A: 103.0	B: -6.8	C: 1.6	D: 1.3	E: 2.8	F: 1.1	G: 3.3	H: -2.6	I: 0.6	J: -0.6
CCCCCCn1c(SCCOC)nc2c1c(=O)[nH]c(=O)n2C
  A: 98.0	B: 5.0	C: 0.3	D: -9.9	E: -7.3	F: 9.4	G: -0.2	H: 3.2	I: 0.6	J: -3.0
CCc1noc(C)c1C(=O)OCC(=O)c1ccc(NC(=O)CC(C)C)cc1
  A: 96.0	B: 0.5	C: 0.3	D: 4.5	E: -9.8	F: -1.6	G: -1.4	H: -0.7	I: 1.9	J: 1.2
CCCN(CCO)CCCc1ccccc1
  A: 104.0	B: -8.8	C: -0.1	D: 0.0	E: 10.8	F: 10.8	G: -1.6	H: -5.8	I: -2.0	J: -0.3
COc1cc(OC)cc(-c2c(C#Cc3ccsc3)c3cc(-c4cccc5[nH]ccc45)ccc3n2C)c1
  A: 101.0	B: -2.6	C: 3.2	D: 3.8	E: -2.3	F: 1.1	G: 1.2	H: -17.9	I: -0.9	J: 8.3

# Grouped by structure: the entries above containing an NH in an aromatic ring (seven)
# Letter code: A = ABCB6 inh MLPCN; B = NOD2-RIPK2 inh; C = m5-HT2A agonist; D = NCOA2 inhibitor; E = Cardio protect; F = MC4R antag cAMP; G = Glyco luc inh; H = TLR9-MyD88 block; I = MC4R barr agon; J = ABHD5 PLIN5 PPI
Cc1cc(=O)[nH]c2ccc(S(=O)(=O)N3CCOCC3)cc12
  A: 99.0	B: -6.7	C: 2.7	D: -11.8	E: 4.3	F: 2.2	G: 2.9	H: 6.1	I: -0.8	J: 7.1
CCOC(=O)c1[nH]c2ccc(OCC)cc2c1CCCN1C(=O)c2ccccc2C1=O
  A: 94.0	B: 2.8	C: 0.2	D: -7.9	E: 3.9	F: 16.6	G: -3.2	H: -12.6	I: 0.8	J: 9.1
COc1cc(Cc2nc3ccc(S(=O)(=O)N4CCOCC4)cc3[nH]2)cc(OC)c1OC
  A: 90.0	B: -5.3	C: -6.0	D: 10.8	E: 7.4	F: 8.7	G: 1.8	H: -4.1	I: -1.8	J: 5.8
Cc1cc(=O)[nH]c(N/N=C/c2ccc(-c3ccc([N+](=O)[O-])cc3)o2)n1
  A: 101.0	B: 6.5	C: -0.3	D: -15.0	E: -3.8	F: 8.3	G: 1.0	H: -4.9	I: -1.2	J: -4.6
C[C@@H]1C=C(C(=O)NCc2nc3ccccc3[nH]2)O[C@H](OCc2ccc(CO)cc2)C1
  A: 86.0	B: -12.7	C: -2.2	D: -6.3	E: -3.7	F: 1.2	G: 0.3	H: -8.1	I: -2.2	J: 2.0
CCCCCCn1c(SCCOC)nc2c1c(=O)[nH]c(=O)n2C
  A: 98.0	B: 5.0	C: 0.3	D: -9.9	E: -7.3	F: 9.4	G: -0.2	H: 3.2	I: 0.6	J: -3.0
COc1cc(OC)cc(-c2c(C#Cc3ccsc3)c3cc(-c4cccc5[nH]ccc45)ccc3n2C)c1
  A: 101.0	B: -2.6	C: 3.2	D: 3.8	E: -2.3	F: 1.1	G: 1.2	H: -17.9	I: -0.9	J: 8.3

# Screening results as filed in PubChem.

# An excerpt, so the mix of outcomes need not match the whole.
